High-throughput results: PubChem, Southern Research Specialized Biocontainment Screening Center
tuberculosis growth: growth inhibition of non-replicating M. tuberculosis (AID 488890). Mycobacterium tuberculosis non-replicating, growth inhibition; higher % means a stronger effect. inhibition, % at 25 µM; hits with a dose series show IC50 in µM. hit rate 0.39% among 320,000; in the data active means a potency from the dose series; inconclusive means inhibition mostly from about 82% at the one dose, without a potency; inactive means the rest, 99 in 100 with inhibition below about 76%;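 further: plate controls were DMSO cells for no effect and high antibiotic wells for full effect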
PhoP GFP inhibition: Inhibition of PhoP regulon, Salmonella typhi GFP reporter cells, confirmation, 4 h (AID 1850); Salmonella Typhi PhoP-promoter GFP reporter, fluorescence, 4 h; higher % means a stronger effect; inhibition, % at 50 µM, or IC50 in µM where a hit was titrated; hit rate 0.33% among 310,000; in the data active means a potency from the dose series; inconclusive means inhibition mostly from about 25% at the one dose, without a potency; inactive means the rest, 99 in 100 with inhibition below about 19%;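 further: 0% = induced wells with vehicle and 100% = uninduced wells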
inhibitors of VEEV: inhibitors of VEEV TC-83 cytopathic effect, confirmation, Vero cells (AID 588727) | hit rate 0.13% among 350,000 | one-dose inhibition, % at 20 µM; IC50 in µM for titrated hits | Vero cells, VEEV TC-83 cytopathic effect inhibition; higher % means a stronger effect; in the data active means a potency from the dose series; inconclusive means inhibition mostly from about 14% at the one dose, without a potency; inactive means the rest, 99 in 100 with inhibition below about 12%; further: strong numbers were not always called active
M. tuberculosis HTS: M. tuberculosis growth inhibition, HTS (AID 449762). hit rate 0.59% among 330,000. one-dose inhibition, % at 25 µM; IC50 in µM for titrated hits. M. tuberculosis H37Rv growth inhibition, 7H9 media; higher % means a stronger effect; in the data active means a potency from the dose series; inconclusive means inhibition above about 70% without an active follow-up result;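 further: bacterial growth assessed after seven days of incubation; strong numbers were not always called active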
influenza NS1A: NS1A inhibition, H1N1 influenza, cell based functional assay (AID 504329). inhibition, % at 12.5 µM; hits with a dose series show IC50 in µM. NS1A functional cell-based assay, percent inhibition; higher % means a stronger effect. hit rate 0.3% among 340,000; in the data active means a potency from the dose series; inconclusive means inhibition above about 27% without an active follow-up result; further: strong numbers were not always called active
inhibitors of VEEV 10K pilot screen: second read-out of inhibitors of VEEV, no call of its own (marks repeat the call); inhibition, %; measured here: 10K pilot screen inhibition
The depositor's hits bear a star; i = inactive; ? = inconclusive; · = no result given. Not a hit list; any-hit rate near 1.5%.

SMILES | tuberculosis growth | PhoP GFP inhibition | inhibitors of VEEV | M. tuberculosis HTS | influenza NS1A | others
Nc1ncnc(Sc2ccccc2)c1[N+](=O)[O-] | 68% | 2% | 2.9% | 0% | -3%
Cc1ccc(-c2noc(-c3ccno3)n2)cc1 | 26% | -4% | 3.0% | 1% | 6%
O=C(O)c1cccc(NC(=O)c2cccc(S(=O)(=O)N3CCc4ccccc4C3)c2)c1 | 4% | 14% | i | -2% | -9%
CN(C(=O)c1cccc(NC(=O)Cc2ccc(NC(=O)C3CCCN(C(=O)c4ccccc4)C3)cc2)c1)C1CCCC1 (stereo unspecified) | · | · | i | · | -5%
Cc1c(NC(=O)c2cccs2)cccc1NC(=O)c1cccs1 | -10% | -2% | i | -6% | 11%
Cn1cncc1C#Cc1ccc2cc(C(C)(C)O)oc(=O)c2c1 | -1% | · | 0.6% | -2% | 4% | inhibitors of VEEV 10K pilot screen=3.3
COc1cccc(N2CCN(c3nc(C)cc(=O)[nH]3)CC2)c1 | -17% | 0% | i | 3% | 9%
N#Cc1nc(-c2ccccc2)oc1N1CCC(C(N)=O)CC1 | -5% | -4% | 0.8% | 2% | 0%
COc1ccccc1CNC(=O)c1cnc2sccn2c1=O | -9% | -9% | 8.0% | -8% | 2%
O=C(Nc1cccc(Cl)c1)c1ccc(-n2cncn2)c([N+](=O)[O-])c1 | 4% | 6% | i | -2% | 2%
CCN(c1ccccc1)S(=O)(=O)c1ccc2[nH]cc(C(=O)NCCOC)c(=O)c2c1 | 4% | -5% | 9.0% | -3% | 1%
Cc1n[nH]c(=S)n1-c1cccc(Cl)c1 | -1% | -3% | 1.2% | -33% | -2%
CCOP(=O)(OCC)C(NC(=O)Nc1c(C)cc(C)cc1C)c1ccccc1 (stereo unspecified) | -7% | 1% | 4.3% | 2% | -11%
COc1ccc(C(=O)c2c[nH]cc2-c2ccccc2)cc1 | -13% | -4% | 2.2% | -1% | 15%
CCN1C(=O)N(CC)c2cccc3cccc1c23 | 44% | -5% | i | 7% | -5%

Structures from the list above that contain a Cl atom:
SMILES | tuberculosis growth | PhoP GFP inhibition | inhibitors of VEEV | M. tuberculosis HTS | influenza NS1A | others
O=C(Nc1cccc(Cl)c1)c1ccc(-n2cncn2)c([N+](=O)[O-])c1 | 4% | 6% | i | -2% | 2%
Cc1n[nH]c(=S)n1-c1cccc(Cl)c1 | -1% | -3% | 1.2% | -33% | -2%

Returning to the listing, repeating the 2 entries before the break.
SMILES | tuberculosis growth | PhoP GFP inhibition | inhibitors of VEEV | M. tuberculosis HTS | influenza NS1A | others
COc1ccc(C(=O)c2c[nH]cc2-c2ccccc2)cc1 | -13% | -4% | 2.2% | -1% | 15%
CCN1C(=O)N(CC)c2cccc3cccc1c23 | 44% | -5% | i | 7% | -5%
CCOc1ccc2nc(SCC(=O)Nc3cc(C)on3)c(C)cc2c1 | -6% | -13% | 3.7% | 14% | 4%
CCOC(=O)c1nnn(-c2nc(N3CCCC3)nc(N3CCCC3)n2)c1-c1ccccc1 | 10% | 7% | i | 0% | -1%
CCCc1cc(=O)n2[nH]c(NCc3ccccc3F)nc2n1 | 38% | -5% | 6.7% | -7% | 3%
Cc1ccc(S(=O)(=O)Cc2nc3ccccc3c(=O)[nH]2)cc1 | 8% | -3% | 1.4% | 1% | 9% | inhibitors of VEEV 10K pilot screen=0.9
CCCN1C(=O)c2ccc(C(=O)NCc3ccco3)cc2C1=O | 0% | -17% | i | -7% | 5%
Cc1cc(C)n(C2CC(=O)N(c3ccc(Cl)c(Cl)c3)C2=O)n1 (stereo unspecified) | -6% | 3% | 0.3% | -9% | -18%
COc1ccc(N2CC(C(=O)Nc3cc(C)ccn3)CC2=O)cc1 (stereo unspecified) | -1% | 15% | 0.8% | -2% | 10%
Cc1nc2ccc(NC(=O)c3cc([N+](=O)[O-])cc([N+](=O)[O-])c3Cl)cc2s1 | ? | -8% | 3.6% | 39% | 3%
Cc1ccc(C2(C)NC(=O)N(CC(=O)NCCC3=CCCCC3)C2=O)cc1 (stereo unspecified) | 8% | 2% | 2.0% | 4% | 0%
CC(=O)Nc1cccc(-c2nnc(SCc3ccccc3C#N)n2C)c1 | -6% | -14% | i | 3% | -15%
CC(C)(C)c1ccc(C(=O)C2CCCN(C(=O)CN3CCCC3=O)C2)cc1 (stereo unspecified) | -47% | -6% | 0.3% | 2% | 3%
CCC(Sc1ccccn1)C(=O)Nc1nnc(C)s1 (stereo unspecified) | 7% | -1% | i | 5% | -2%
COc1ccc(C(=O)N2CCN(c3cccc(C)c3C)CC2)cc1S(=O)(=O)NC1CC1 | · | · | 9.9% | · | -6%
O=C(COc1ccccc1C(=O)NCc1ccccc1)Nc1ccccc1 | 10% | · | 8.3% | -4% | -8%
CC1CCN(C(=O)c2cc3ccccc3c(=O)o2)CC1 | 18% | -6% | 1.3% | -3% | -4%

Reprinted from the part before: 2 compounds, followed by the next part.
SMILES | tuberculosis growth | PhoP GFP inhibition | inhibitors of VEEV | M. tuberculosis HTS | influenza NS1A | others
O=C(COc1ccccc1C(=O)NCc1ccccc1)Nc1ccccc1 | 10% | · | 8.3% | -4% | -8%
CC1CCN(C(=O)c2cc3ccccc3c(=O)o2)CC1 | 18% | -6% | 1.3% | -3% | -4%
Cc1ccc(NC(=O)CCN2C(=O)c3ccccc3C2=O)cc1C | -4% | 1% | 1.5% | -4% | -3%
CCN(CC)C(=O)N1CCc2ccccc21 | 1% | -3% | 0.5% | 4% | 5%
COCCCNS(=O)(=O)c1cc2c3c(c1)C(C)C(=O)N3CCC2 (stereo unspecified) | 3% | 0% | 1.1% | -5% | 0%
OC(COCC(F)(F)C(F)(F)C(F)(F)C(F)F)Cn1c2ccccc2c2ccccc21 (stereo unspecified) | 7% | 0% | 4.0% | 18% | 18%
O=C(CSc1nnc(NCc2ccccc2)s1)NC1CCS(=O)(=O)C1 (stereo unspecified) | -15% | -1% | 0.6% | 2% | -5%
C=C1C[C@@]23CCC4[C@@](C)(CCC[C@@]4(C)C(=O)OC)C2CC[C@]1(OC(C)=O)C3 (stereo partly specified) | 10% | · | i | 6% | 6%
Cc1ncc(N=Nc2ccc(F)cc2)c(-c2ccc(Cl)cc2)n1 | -8% | 4% | i | 7% | 11%
COCC(=O)Nc1cc(C(=O)Nc2ccccc2C)ccc1Cl | 8% | 6% | 0.1% | -4% | 0%
CSc1nc(N(C)NC(=O)c2cccc(C)c2)c2ccccc2n1 | 15% | -9% | 11% | 1% | -9%
CCOC(=O)C1CCN(C(=O)COC(=O)CN(C)S(=O)(=O)c2ccc(NC(C)=O)cc2)CC1 | -16% | -2% | 1.8% | -7% | -14%
CCN(Cc1nc2ccccc2c(=O)[nH]1)C(=O)c1cccc(S(=O)(=O)N2CCc3ccccc32)c1 | 37% | · | 5.2% | -4% | 8%
CCCCOc1ccc(/C=C/C(=O)Nc2ccc(C(N)=O)cc2)cc1 | 35% | 4% | i | 7% | -12%
O=C(O)c1ccccc1C(=O)c1ccc(Oc2ccccc2)cc1 | 9% | -5% | 0.1% | -6% | 22%
Cc1nn(CC(=O)N2CCN(S(=O)(=O)c3ccccc3)CC2)c(C)c1[N+](=O)[O-] | 13% | · | 1.3% | -8% | -3%
COC(=O)c1ccc(S(=O)(=O)NC(C)(C)C)n1C | -13% | 8% | i | 5% | -9%
COc1cc(C(=O)OCC(=O)N2CCCCCC2)c([N+](=O)[O-])cc1OC | 12% | · | 6.9% | 4% | -9%
c1ccc(C(c2ccccc2)N2CCN(c3ccc4ccccc4n3)CC2)cc1 | -4% | 8% | 5.0% | 0% | -9%
COC(=O)C1=C(C)N(CC(C)C)C(=O)/C1=C\c1cccs1 | 63% | 2% | 2.6% | -4% | 25%
CCNC(=S)NNC(=O)CCc1nc2cc(Cl)ccc2n(Cc2ccccc2)c1=O | 8% | 5% | 0.2% | -2% | 3%
S=c1[nH]cc(-c2ccccc2)n1-c1ccccc1Cl | 10% | -5% | 4.4% | 11% | 14%
COc1cccc(CN(C)CC(=O)Nc2cccc(S(N)(=O)=O)c2)c1OC | 4% | -8% | 2.4% | -1% | -7%
Cc1cccc(-n2ncc3c(N4CCCc5ccccc54)ncnc32)c1 | 49% | -9% | i | 36% | -21%
CCOc1cc(/C=N/NC(=O)CSc2nnc(C)s2)ccc1OCc1ccccc1Cl | 18% | -18% | 1.8% | 3% | 7%
COC(=O)c1ccccc1NC(=O)CSc1nnc(CNS(=O)(=O)c2ccc(C)cc2)n1C | · | -7% | 5.3% | · | -3%
COc1ccc(Cc2nnc(NC(=O)Cc3cccs3)s2)cc1OC | 12% | 8% | 0.6% | 9% | -10%
CCN(CC)c1ccc(C=Nc2cccnc2Cl)c(O)c1 | -16% | -7% | 0.7% | 1% | -24%
CCN(C(=O)COC(=O)C(O)(c1ccccc1)c1ccccc1)c1c(N)n(Cc2ccccc2)c(=O)[nH]c1=O | · | · | i | · | -1%
CCSc1nnc(NC(=O)c2ccccc2C)s1 | 9% | 2% | 1.9% | -1% | 1%
O=C(Cc1ccc([N+](=O)[O-])cc1)N1CCc2ccccc2C1 | 64% | -1% | 0.3% | 5% | 0%
CC(C)(C)[C@@H]1C=C(C(N)=O)O[C@H](OCc2ccc(CO)cc2)C1 | 2% | -12% | 1.1% | 4% | 4% | inhibitors of VEEV 10K pilot screen=1.1
Cc1ccc(NS(=O)(=O)c2cc(C(=O)N(C)C)ccc2C)cc1C | · | · | i | · | 1%
O=C(CSc1nnc2ccccn12)NCCc1ccc(F)cc1 | -6% | 3% | i | -6% | -8%
O=C(c1ccc(Cl)cc1)N1CCC2CC1c1cc(-c3ccccc3)ccc12 (stereo unspecified) | · | · | i | · | -10%
Cc1ccc(C(=O)COC(=O)c2ccc3c(c2)C(=O)N(c2cccc4ncccc24)C3=O)cc1 | 44% | -8% | 0.3% | 6% | 1%
Cc1ccc(SCc2nc(-c3cccnc3)no2)cc1 | 60% | 3% | 0.7% | -2% | -4%
O=C(NCc1ccc(Cl)c(Cl)c1)c1ccc2c(c1)OCO2 | 11% | -3% | 0.2% | -1% | 19%
CC(=O)Nc1ccc(S(=O)(=O)NCCC(=O)OCc2nnc(-c3ccccc3)o2)cc1 | 0% | -1% | 1.4% | -1% | -4%
O=C(CCN1C(=O)c2ccccc2C1=O)NCc1ccco1 | -14% | -9% | 0.4% | -4% | -1%
Cc1cc(Cl)ccc1OCCCC(=O)NCc1cccs1 | 46% | -5% | i | -10% | 8%
COc1ccc(S(=O)(=O)N2CCC(C(=O)Nc3ccc(S(=O)(=O)N4CCCC4)cc3)CC2)cc1OC | 25% | 3% | 6.8% | 17% | -2%
CC(=O)c1ccc2c3c(cccc13)C(=O)N(CCc1ccccc1)C2=O | 27% | -5% | 6.0% | 11% | -4%
CCCCc1nc2cc(C(=O)NCc3nccn3CC)ccc2o1 | 27% | 8% | i | 0% | -8%
CCn1c(SCC(=O)NC(=O)Nc2ccc3c(c2)OCCO3)nnc1-c1cccs1 | 10% | -13% | 4.2% | 4% | 9%
CN(C)/C=C/C(=O)c1ccc([N+](=O)[O-])c(CS(=O)(=O)c2ccccc2)c1 | -5% | -1% | 0.4% | 5% | -7%
COc1cccc(OC)c1C(=O)N1CC(C)OC(C)C1 (stereo unspecified) | 4% | -13% | 3.0% | 10% | -24%
O=C(CSc1ccccc1)N1CCN(S(=O)(=O)c2ccccc2)CC1 | 3% | -7% | 6.8% | -2% | -9%
Cc1cc(NC(=O)CN2CCC(C)CC2)no1 | 0% | 8% | 1.1% | 5% | 7%
Cc1cc(C)nc(NC(=NCc2ccc3c(c2)OCO3)NC(=O)Nc2ccccc2)n1 | -11% | -10% | 3.0% | 4% | 12%
Oc1ccc(Nc2ccnc3cc(Cl)ccc23)cc1 | 24% | -4% | 1.1% | 8% | 3%
Cc1ccc(N(CC(=O)NC2CCCCC2)C(=O)c2ccc(C)s2)cc1 | 20% | 8% | i | 5% | -1%
Cc1cc(C)c(OCC(=O)OCC(=O)NCC2CCCCC2)c(C)c1 | 13% | -9% | 9.0% | 1% | -9%
O=C1c2cccnc2Oc2ccc(Cl)cc2N1Cc1ccc(F)cc1 | 10% | 3% | 1.2% | -1% | -7%
COc1ccc(N=C2NC(=O)/C(=C/C=C/c3ccccc3)S2)cc1 | -16% | 2% | 1.9% | 4% | 1%
O=C(Cc1ccccc1)NCCS(=O)(=O)N1CCN(c2cccc(Cl)c2)CC1 | 12% | -1% | 2.2% | 4% | -7%
